High-throughput results deposited in PubChem by several laboratories.
SKKanGAS inh: inhibitors of SKKanGAS S. pyogenes growth in kanamycin (SK-promoter or general growth effect); BacTiter-Glo, 6 h; inhibition, % at 7.5 µM; 1.3% of 300,000 active; AID 1662;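 active means mean replicate score, as percent of positive control median, at least 50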;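 further: strain carries kanamycin resistance gene driven by streptokinase promoter and grows in 40 µg/ml kanamycin; loss of luminescence reflects streptokinase promoter inhibition or plain growth inhibition; 0% = median of DMSO wells and 100% = positive control at its reference dose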
TRPC4 potent: allosterically enhances the mouse TRPC4 cation channel; HEK293 TRPC4beta/mu-opioid, DAMGO EC20, Fluo-4 Ca2+ flux; stronger effect = higher value; B-score at 10 µM; AID 2227; Q9QUQ5; 0.42% of 310,000 active;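 active means B-score of calcium response area above 5 SD of library B-scores, with initial fluorescence ratio within 5 SD of library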;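 further: B-score of integrated fluorescence ratio over time as area under calcium response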
KLF5 inhibitor: kruppel-like factor 5 inhibition; AID 1700; 0.23% of 290,000 active; DLD-1 KLF5 promoter-luciferase reporter, luminescence; inhibition, % at 5 µM;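 active means inhibition above a per-plate limit of that plate's mean compound inhibition plus 3 SD, cut at about 60% in these data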;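 further: 0% = DMSO wells and 100% = LY294002 at 200 µM; higher means less KLF5 promoter-driven luciferase light; inactives centre near -14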
TRPC6 inh: blocks the mouse TRPC6 cation channel; 1.1% of 310,000 active; HEK293-TRPC6, membrane potential dye, ACh-evoked depolarization; stronger effect = lower value; B-score at 10 µM; Q61143;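 active means B-score under library mean minus 3 SD, initial fluorescence not abnormally high, positive integrated signal ratio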;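 further: B-score derived from integrated fluorescence ratio over the kinetic read; more negative B-score means stronger inhibition of depolarization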
Target sequence (Q61143 whole entry, looked up): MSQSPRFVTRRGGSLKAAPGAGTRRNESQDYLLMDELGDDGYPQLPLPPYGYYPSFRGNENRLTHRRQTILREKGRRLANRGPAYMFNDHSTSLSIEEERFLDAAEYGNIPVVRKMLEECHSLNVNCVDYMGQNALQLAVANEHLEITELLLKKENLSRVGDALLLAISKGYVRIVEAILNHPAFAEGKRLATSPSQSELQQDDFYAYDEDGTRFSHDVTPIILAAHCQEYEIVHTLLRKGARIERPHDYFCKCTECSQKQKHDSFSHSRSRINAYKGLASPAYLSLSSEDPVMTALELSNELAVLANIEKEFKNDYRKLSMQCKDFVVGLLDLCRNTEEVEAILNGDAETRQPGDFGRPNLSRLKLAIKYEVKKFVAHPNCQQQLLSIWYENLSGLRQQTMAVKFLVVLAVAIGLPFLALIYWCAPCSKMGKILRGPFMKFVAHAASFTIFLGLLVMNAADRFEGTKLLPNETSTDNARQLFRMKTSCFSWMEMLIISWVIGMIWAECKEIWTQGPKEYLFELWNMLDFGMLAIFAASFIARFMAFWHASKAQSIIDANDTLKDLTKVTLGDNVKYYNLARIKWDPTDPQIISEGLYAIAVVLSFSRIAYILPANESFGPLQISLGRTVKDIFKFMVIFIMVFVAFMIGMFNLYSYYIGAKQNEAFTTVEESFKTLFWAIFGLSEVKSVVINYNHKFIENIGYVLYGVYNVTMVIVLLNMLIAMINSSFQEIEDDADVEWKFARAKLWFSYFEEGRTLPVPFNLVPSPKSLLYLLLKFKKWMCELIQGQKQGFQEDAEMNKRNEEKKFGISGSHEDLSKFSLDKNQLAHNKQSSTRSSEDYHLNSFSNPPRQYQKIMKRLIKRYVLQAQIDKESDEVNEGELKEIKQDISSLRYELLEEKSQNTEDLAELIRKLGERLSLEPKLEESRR
MrgX1 antagonist: human MrgX1 receptor antagonism, primary screen; Q96LB2; 1.3% of 310,000 active; MRGX1-HEK293 calcium flux, Fluo-4, BAM8-22 antagonism; stronger effect = lower value; B-score at 10 µM; AID 588676;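 active means calcium-response B-score plate-corrected more than 3 library SD below zero, starting fluorescence within 5 deviations, no agonist response on first addition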;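 further: peak minus trough fluorescence over baseline after final BAM8-22 challenge near maximal dose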
IEC-6 tox: counter-screen for KLF5 inhibitors: cytotoxicity in IEC-6 cells; AID 1825; inhibition, % at 5 µM; IEC-6 cytotoxicity, luminescence viability; 0.78% of 290,000 active; in the data active means inhibition above about 22%;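 further: 0% = plate median of test compound wells and 100% = cytotoxic reference compound wells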
TRPC4 inh: TRPC4 (mouse) channel inhibition; Q9QUQ5; HEK293 TRPC4beta/mu-opioid, DAMGO-evoked Fluo4 calcium flux; stronger effect = lower value; B-score at 10 µM; 0.39% of 300,000 active;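 active means B-score over 3 SD under the library average, no early fluorescence shift, positive overall ratio signal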
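Test system – stable TRPC4beta/mu-opioid receptor HEK293 cells · Probe or stimulus – DAMGO, a submaximal dose followed by a maximal one · Dosing – one concentration per compound · Signal – Fluo4 calcium fluorescence by kinetic imaging, 5 s 1 Hz baseline · Evaluation – per-well B score of integrated baseline-normalized Fluo4 ratio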
TRPC6 act: activates the mouse TRPC6 cation channel. Q61143. HEK293-TRPC6 membrane potential dye fluorescence; stronger effect = higher value. B-score at 10 µM. 0.13% of 310,000 active. AID 2550;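 active means B-score of the integrated fluorescence ratio above library mean plus 3 SD, and starting fluorescence ratio within library mean plus 5 SD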;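 further: higher score means more depolarization so channel activation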
aSyn UTR inh: 5' untranslated region of α-synuclein, MLPCN primary screen; alpha-synuclein 5'UTR reporter, inhibitor activity; inhibition, % (tested at 7.5 µM); 0.82% of 300,000 active; AID 1813; in the data active means inhibition above about 60%;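 further: H4 neuroglioblastoma cells stably carrying SNCA 5'UTR luciferase fusion; 0% = DMSO wells and 100% = positive control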
HIF act: HIF pathway transcriptional activation. U2OS HRE-luciferase reporter, luminescence; normalized: DMSO 0%, desferrioxamine 100%. activation, % at 7.5 µM (by protocol). 0.32% of 300,000 active;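 active means mean activation of at least 10% of the iron chelator positive control signal, with at least half of replicates also reaching 10%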
TRPC4 act: opens the mouse TRPC4 cation channel. Q9QUQ5. HEK293 TRPC4beta/mu-opioid, Fluo4 calcium fluorescence; stronger effect = higher value. B-score at 10 µM. 0.49% of 310,000 active. AID 2237;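 active means B-score above 5 SD of library B-scores, and initial fluorescence ratio not above library mean plus 5 SD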;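 further: positive B-score marks a calcium rise read as TRPC4 activation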
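System – HEK293 cells stably co-expressing mouse TRPC4beta and mu-opioid receptor · Signal – Fluo4 calcium-sensitive dye fluorescence, kinetic, 1 Hz baseline · Benchmarks – buffer (low) and maximal DAMGO (high) · Read-out – B score of integrated fluorescence ratio per well · Incubation – dye loading 45 min room temperature, 110 s kinetic read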
The depositor's hits bear a star.

COc1cc(CCC(C)NCc2ccccc2)ccc1O (stereo not drawn) was read as SKKanGAS inh -23, TRPC4 potent inactive, KLF5 inhibitor 20, TRPC6 inh inactive, MrgX1 antagonist inactive, IEC-6 tox 4, TRPC4 inh inactive, TRPC6 act inactive, aSyn UTR inh -12, HIF act -0.1 and TRPC4 act inactive.
Screening CC(C)CNC(=O)c1oc2ccccc2c1COc1ccccc1 returned SKKanGAS inh 18, TRPC4 potent inactive, KLF5 inhibitor -6, TRPC6 inh inactive, MrgX1 antagonist inactive, IEC-6 tox 6, TRPC4 inh inactive, TRPC6 act inactive, aSyn UTR inh 32, HIF act -0.2 and TRPC4 act inactive.
COc1cc(OC)cc(C2=NCCN2)c1 was read as SKKanGAS inh 0, TRPC4 potent inactive, KLF5 inhibitor -36, TRPC6 inh inactive, MrgX1 antagonist inactive, IEC-6 tox -1, TRPC4 inh inactive, TRPC6 act inactive, aSyn UTR inh 16, HIF act -0.2 and TRPC4 act inactive.
For COc1cccc(/C=N/NC(=O)c2cccc3ccccc23)c1 the results were SKKanGAS inh 24, TRPC4 potent inactive, KLF5 inhibitor -15, TRPC6 inh inactive, MrgX1 antagonist inactive, IEC-6 tox 0, TRPC4 inh inactive, TRPC6 act inactive, aSyn UTR inh 23, HIF act 0.2 and TRPC4 act inactive.
Screening N#Cc1ccc(OCC(O)CN2CCN(C(c3ccccc3)c3ccccc3)CC2)cc1 (stereo not drawn) returned SKKanGAS inh 4, TRPC4 potent inactive, KLF5 inhibitor 11, TRPC6 inh inactive, MrgX1 antagonist inactive, IEC-6 tox 10, TRPC4 inh inactive, TRPC6 act inactive, aSyn UTR inh 7, HIF act -0.2 and TRPC4 act inactive.
`O=C(NN=C1CCCC1)c1cc(Br)ccc1O` gave SKKanGAS inh 18, TRPC4 potent inactive, KLF5 inhibitor -39, TRPC6 inh inactive, MrgX1 antagonist inactive, IEC-6 tox 7, TRPC4 inh inactive, TRPC6 act inactive, aSyn UTR inh -5, HIF act -0.5 and TRPC4 act inactive.
Screening Nc1nc(SCc2nc3sc4c(c3c(=O)[nH]2)CCCC4)n[nH]1 returned SKKanGAS inh 8, TRPC4 potent inactive, KLF5 inhibitor -5, TRPC6 inh inactive, MrgX1 antagonist inactive, IEC-6 tox -6, TRPC4 inh inactive, TRPC6 act inactive, aSyn UTR inh -17, HIF act -23 and TRPC4 act inactive.
`CC(C)Oc1nc(-c2ccc(Cl)cc2)nc2ccccc12` gave SKKanGAS inh 25, TRPC4 potent inactive, KLF5 inhibitor 2, TRPC6 inh inactive, MrgX1 antagonist inactive, IEC-6 tox 5, TRPC4 inh inactive, TRPC6 act inactive, aSyn UTR inh -13, HIF act -0.1 and TRPC4 act inactive.
Cc1nc2ccsc2c(=O)n1-c1ccc(Cl)cc1 was read as SKKanGAS inh 1, TRPC4 potent inactive, KLF5 inhibitor 4, TRPC6 inh inactive, MrgX1 antagonist inactive, IEC-6 tox 6, TRPC4 inh inactive, TRPC6 act inactive, aSyn UTR inh -7, HIF act 0.2 and TRPC4 act inactive.
Screening CCOC(=O)C(=N/O)/C(C)=N/NC(C)=O returned SKKanGAS inh -4, TRPC4 potent inactive, KLF5 inhibitor -28, TRPC6 inh inactive, MrgX1 antagonist inactive, IEC-6 tox -1, TRPC4 inh inactive, TRPC6 act inactive, aSyn UTR inh 22, HIF act 0.2 and TRPC4 act inactive.
For N#Cc1c(NC(=O)/C=C/c2ccco2)sc2c1CCCC2 the results were SKKanGAS inh -2, TRPC4 potent inactive, KLF5 inhibitor 49, TRPC6 inh inactive, MrgX1 antagonist inactive, IEC-6 tox 93*, TRPC4 inh inactive, TRPC6 act inactive, aSyn UTR inh 26, HIF act 6.6 and TRPC4 act inactive.
`O=C1CCC(C(=O)OCc2nnc(-c3ccc(Cl)cc3)o2)=NN1` gave SKKanGAS inh -1, TRPC4 potent inactive, TRPC6 inh inactive, MrgX1 antagonist inactive, TRPC4 inh inactive, TRPC6 act inactive, aSyn UTR inh -14, HIF act -0.6 and TRPC4 act inactive.
For O=C(CSc1nc(-c2cccs2)cc(C(F)(F)F)n1)NCCCn1ccnc1 the results were SKKanGAS inh -3, TRPC4 potent inactive, KLF5 inhibitor 6, TRPC6 inh inactive, MrgX1 antagonist inactive, IEC-6 tox -1, TRPC4 inh inactive, TRPC6 act inactive, aSyn UTR inh 17, HIF act 0.5 and TRPC4 act inactive.
`COC(=O)c1ccc(Cn2nnc3c(=O)[nH]c(C4CCN(S(=O)(=O)c5ccc(F)cc5)CC4)nc32)cc1` gave SKKanGAS inh -6, TRPC4 potent inactive, KLF5 inhibitor -30, TRPC6 inh inactive, MrgX1 antagonist inactive, IEC-6 tox 2, TRPC4 inh inactive, TRPC6 act inactive, aSyn UTR inh 1, HIF act 0.7 and TRPC4 act inactive.
Screening CN1CCN(c2oc(-c3ccccc3F)nc2S(=O)(=O)c2ccc(Cl)cc2)CC1 returned SKKanGAS inh 4, TRPC4 potent inactive, KLF5 inhibitor 7, TRPC6 inh inactive, MrgX1 antagonist inactive, IEC-6 tox -6, TRPC4 inh inactive, TRPC6 act inactive, aSyn UTR inh -18, HIF act 0.0 and TRPC4 act inactive.
`O=[N+]([O-])c1ccc(S(=O)(=O)Nc2nc(-c3ccccc3)cs2)cc1` gave SKKanGAS inh 19, TRPC4 potent inactive, KLF5 inhibitor -18, TRPC6 inh inactive, MrgX1 antagonist inactive, IEC-6 tox -7, TRPC4 inh inactive, TRPC6 act inactive, aSyn UTR inh -1, HIF act -1.0 and TRPC4 act inactive.
Screening COc1ccc(CNc2nc3ccccc3n2CCN2CCCCC2)cc1 returned SKKanGAS inh -4, TRPC4 potent inactive, KLF5 inhibitor -26, TRPC6 inh inactive, MrgX1 antagonist inactive, IEC-6 tox 8, TRPC4 inh inactive, TRPC6 act inactive, aSyn UTR inh -22, HIF act -0.1 and TRPC4 act inactive.
For Cn1c(=S)n(/N=C/c2cccs2)c2ccccc21 the results were SKKanGAS inh 3, TRPC4 potent inactive, KLF5 inhibitor -34, TRPC6 inh inactive, MrgX1 antagonist inactive, IEC-6 tox 0, TRPC4 inh inactive, TRPC6 act inactive, aSyn UTR inh -10, HIF act 1.0 and TRPC4 act inactive.
For COCc1cc(C)nc(SCc2ccccc2Cl)c1C#N the results were SKKanGAS inh 32, TRPC4 potent inactive, KLF5 inhibitor -7, TRPC6 inh inactive, MrgX1 antagonist inactive, IEC-6 tox -1, TRPC4 inh inactive, TRPC6 act inactive, aSyn UTR inh 20, HIF act -0.3 and TRPC4 act inactive.
For CC1CN(C(=O)CCC(=O)NCc2ccccc2)c2ccccc2S1 (stereo not drawn) the results were SKKanGAS inh 1, TRPC4 potent inactive, KLF5 inhibitor -5, TRPC6 inh inactive, MrgX1 antagonist inactive, IEC-6 tox 0, TRPC4 inh inactive, TRPC6 act inactive, aSyn UTR inh -2, HIF act -0.2 and TRPC4 act inactive.
Screening CC(C)N(C(=O)CSc1nnc(NC(=O)C2CCC2)s1)C(C)C returned SKKanGAS inh -4, TRPC4 potent inactive, KLF5 inhibitor -38, TRPC6 inh inactive, MrgX1 antagonist inactive, IEC-6 tox 4, TRPC4 inh inactive, TRPC6 act inactive, aSyn UTR inh 22, HIF act -0.3 and TRPC4 act inactive.
`CCOC(=O)C1=CCN(Cc2ccccc2)CC1` gave SKKanGAS inh 10, TRPC4 potent inactive, KLF5 inhibitor -8, TRPC6 inh inactive, MrgX1 antagonist inactive, IEC-6 tox 4, TRPC4 inh inactive, TRPC6 act inactive, aSyn UTR inh 6, HIF act -26 and TRPC4 act inactive.
For O=C(CN1C(=O)/C(=C/c2ccccc2F)Sc2ccccc21)NCC1CCCO1 (stereo not drawn) the results were SKKanGAS inh 2, TRPC4 potent inactive, KLF5 inhibitor -11, TRPC6 inh inactive, MrgX1 antagonist inactive, IEC-6 tox 8, TRPC4 inh inactive, TRPC6 act inactive, aSyn UTR inh -23 and TRPC4 act inactive.
Screening CCn1c(CNS(=O)(=O)c2ccc(Cl)cc2)n[nH]c1=S returned SKKanGAS inh 1, TRPC4 potent inactive, KLF5 inhibitor -30, TRPC6 inh inactive, MrgX1 antagonist inactive, IEC-6 tox 0, TRPC4 inh inactive, TRPC6 act inactive, aSyn UTR inh 9, HIF act -0.2 and TRPC4 act inactive.
`O=[N+]([O-])c1cccc2c(S(=O)(=O)N3CCOCC3)cccc12` gave SKKanGAS inh 4, TRPC4 potent inactive, KLF5 inhibitor -28, TRPC6 inh inactive, MrgX1 antagonist inactive, IEC-6 tox 3, TRPC4 inh inactive, TRPC6 act inactive, aSyn UTR inh 6, HIF act -23 and TRPC4 act inactive.
For Cc1ccc(/C=C2\SC(=S)N(CCC(=O)NNC(=O)c3cccc(O)c3)C2=O)cc1 the results were SKKanGAS inh 8, TRPC4 potent inactive, KLF5 inhibitor -13, TRPC6 inh inactive, MrgX1 antagonist inactive, IEC-6 tox -4, TRPC4 inh inactive, TRPC6 act inactive, aSyn UTR inh 26 and TRPC4 act inactive.
`COCCNC(=O)CN(C(=O)CCC(=O)Nc1ccccn1)c1ccc(C)cc1C` gave SKKanGAS inh 2, TRPC4 potent inactive, KLF5 inhibitor -16, TRPC6 inh inactive, MrgX1 antagonist inactive, IEC-6 tox 4, TRPC4 inh inactive, TRPC6 act inactive, aSyn UTR inh 4, HIF act -0.1 and TRPC4 act inactive.
For Cc1ccc(-c2ccc(/C=C3\SC(N4CCOCC4)=NC3=O)o2)cc1 the results were SKKanGAS inh 13, TRPC4 potent inactive, KLF5 inhibitor -24, TRPC6 inh inactive, MrgX1 antagonist inactive, IEC-6 tox 102*, TRPC4 inh inactive, TRPC6 act inactive, aSyn UTR inh -72, HIF act 0.0 and TRPC4 act inactive.
`CCOC(=O)c1[nH]c(C)c(/C(O)=C2\C(=O)C(=O)N(CCN3CCOCC3)C2c2ccco2)c1C` (stereo not drawn) gave SKKanGAS inh -1, TRPC4 potent inactive, KLF5 inhibitor -33, TRPC6 inh inactive, MrgX1 antagonist inactive, IEC-6 tox 0, TRPC4 inh inactive, TRPC6 act inactive, aSyn UTR inh -6, HIF act 0.1 and TRPC4 act inactive.
`CSc1cccc(NS(=O)(=O)c2ccccc2)c1` gave SKKanGAS inh 0, TRPC4 potent inactive, KLF5 inhibitor -14, TRPC6 inh inactive, MrgX1 antagonist inactive, IEC-6 tox -8, TRPC4 inh inactive, TRPC6 act inactive, aSyn UTR inh 6, HIF act -0.2 and TRPC4 act inactive.
